Bioassay records (PubChem)
UBC13 polyUb – UBC13 polyubiquitin chain formation inhibitors, primary screen, biochemical, TR-FRET, uHTS; Ubiquitin-conjugating enzyme E2 N (Homo sapiens), P61088; inhibition, % at 20 µM; 330,000 tested, 0.47% active; AID 485273, 2010; in the data active = inhibition above about 45%, passing the limit was not always enough
EBI2 antag – EBI2 receptor antagonists, beta-arrestin recruitment, primary screen, cell-based, luminescence, 7a,25-OHC stimulation, uHTS; 7a,25-OHC stimulated; inhibition, % at 5 µM; 360,000 tested, 0.81% active; AID 651636, 2012; in the data active = inhibition above about 38%;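 note: enzyme fragment complementation signal reports receptor beta-arrestin coupling in cells; 0% = agonist plus DMSO wells and 100% = wells without agonist; some results beyond the cut were filed as inactive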
Target sequence (P32249 whole entry, looked up, the tested form may be a part): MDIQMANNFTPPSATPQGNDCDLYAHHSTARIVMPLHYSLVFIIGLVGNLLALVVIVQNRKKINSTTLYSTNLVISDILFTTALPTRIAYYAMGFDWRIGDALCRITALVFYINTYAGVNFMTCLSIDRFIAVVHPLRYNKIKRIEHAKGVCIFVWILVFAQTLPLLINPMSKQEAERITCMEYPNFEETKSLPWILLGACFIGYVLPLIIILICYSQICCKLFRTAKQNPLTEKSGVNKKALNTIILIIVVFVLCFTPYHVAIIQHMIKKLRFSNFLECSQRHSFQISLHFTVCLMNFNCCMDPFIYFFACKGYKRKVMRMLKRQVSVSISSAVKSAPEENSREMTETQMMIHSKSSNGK
Gli-Sufu antag – Gli-Sufu pathway antagonists, primary screen, luciferase luminescence, Sufu-KO-LIGHT cells, uHTS | Sufu-KO-LIGHT fibroblasts, Gli luciferase reporter luminescence | 340,000 tested, 0.74% active | AID 588413, 2011 | inhibition, % at 5 µM;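 active = inhibition above about 55%, limit read from the data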;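 note: 0% = DMSO-treated cells and 100% = wells with medium but no cells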
APJ ag – agonists of human apelin receptor APJ, primary screen, CHO-K1 cells, PathHunter beta-arrestin, luminescence; P35414; 0% DMSO wells, 100% apelin; activation, % at 20 µM; 330,000 tested, 0.11% active;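 active = activation more than six SD over the plate average, tested at 20 µM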;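 note: 0% = DMSO alone and 100% = apelin-13 at 10 nM; some results filed as inactive read as strong as hits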
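Material: CHO-K1 APJ beta-arrestin complementation cell line; Input: cell density 1000 per well; Incubation: compound stimulation 90 min at 25 °C, detection 60 min; Signal: luminescence from split beta-galactosidase complementation, Galacton Star/Emerald II substrate; Controls: DMSO-only wells as negative, 10 nM Apelin-13 as positive control.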
ATG4B inh – ATG4B protease inhibitors, primary screen, biochemical, fluorescence, uHTS. inhibition, % at 8.33 µM. ATG4B cleavage of LC3-PLA2, NBD-HPC fluorescence, 1 h. 340,000 tested, 0.51% active. Cysteine protease ATG4B (Homo sapiens), Q9Y4P1. AID 504462, 2011; in the data active = inhibition above about 40%
CCR6 antagonist – CCR6 receptor antagonists, primary screen, cell-based, CHO-K1, luminescence, beta-arrestin, uHTS | C-C chemokine receptor type 6 (Homo sapiens), P51684 | CHO-K1 CCR6 PathHunter beta-arrestin, CCL20-stimulated | inhibition, % at 20 µM | 340,000 tested, 0.49% active | AID 493098, 2011;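 active = compounds whose inhibition of the agonist-driven luminescence signal at 20 µM reaches about 50%, limit read from the data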;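 note: cells stimulated with CCL20 at 14 nM final; plate controls were DMSO with CCL20 for no effect and DMSO without agonist for full effect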
Target sequence (P51684 whole entry, looked up): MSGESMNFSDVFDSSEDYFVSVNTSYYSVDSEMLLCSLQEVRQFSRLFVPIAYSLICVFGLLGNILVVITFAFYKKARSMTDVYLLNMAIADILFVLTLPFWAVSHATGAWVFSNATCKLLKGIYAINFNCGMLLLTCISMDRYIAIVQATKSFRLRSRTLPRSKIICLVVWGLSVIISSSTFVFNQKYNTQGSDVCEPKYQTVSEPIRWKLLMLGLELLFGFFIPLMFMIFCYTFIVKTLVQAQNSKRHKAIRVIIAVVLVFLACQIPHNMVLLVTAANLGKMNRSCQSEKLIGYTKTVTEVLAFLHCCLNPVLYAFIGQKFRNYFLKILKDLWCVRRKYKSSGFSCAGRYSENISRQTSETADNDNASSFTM
APJ antag – antagonists of human apelin receptor APJ, primary screen, CHO-K1 cells, beta-arrestin complementation, luminescence | 330,000 tested, 0.32% active | AID 2521, 2010 | inhibition, % at 20 µM | P35414;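 active = inhibition above about 40% at 20 µM, limit read from the data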;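 note: cells challenged with 10 nM apelin-13 agonist together with compound; plate controls were apelin-13 plus DMSO wells for no effect and DMSO wells lacking apelin-13 for full effect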
CXCR6 inh – CXCR6 receptor inhibitors, primary screen, cell-based, beta-arrestin, luminescence, CHO-K1 PathHunter, 1536-well; inhibition, % at 20 µM; 360,000 tested, 0.36% active; in the data active = inhibition above about 34%, passing the limit was not always enough;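 note: antagonist mode with CXCL16 agonist at 10 nM final; 0% = 10 nM CXCL16 with DMSO and 100% = unstimulated wells without agonist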
Target sequence (O00574 whole entry, looked up): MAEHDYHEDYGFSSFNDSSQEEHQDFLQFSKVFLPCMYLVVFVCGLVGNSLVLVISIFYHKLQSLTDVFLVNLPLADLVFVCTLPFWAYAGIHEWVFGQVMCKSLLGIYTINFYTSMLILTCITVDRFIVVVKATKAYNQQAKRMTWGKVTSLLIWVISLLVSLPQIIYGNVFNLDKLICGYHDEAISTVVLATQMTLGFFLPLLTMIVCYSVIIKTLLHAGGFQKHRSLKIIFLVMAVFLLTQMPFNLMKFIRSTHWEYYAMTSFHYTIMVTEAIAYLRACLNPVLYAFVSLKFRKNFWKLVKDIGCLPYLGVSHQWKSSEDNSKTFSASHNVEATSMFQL
An asterisk follows results filed as active; · = not tested or not shown.

SMILES | UBC13 polyUb | EBI2 antag | Gli-Sufu antag | APJ ag | ATG4B inh | CCR6 antagonist | APJ antag | CXCR6 inh
CCCc1[nH]nc2c1C(c1ccc(O)cc1OCC)C(C#N)=C(N)O2 (centres undefined) | -2 | -30 | 9 | -3 | -5 | 10 | 26 | -1
CCC(Oc1ccccc1)C(=O)Nc1ccc(S(=O)(=O)Nc2ncccn2)cc1 (centres undefined) | 2 | -14 | 0 | -3 | 4 | 15 | 5 | 8
Cc1ccc(C2C(C=Nc3c(C)n(C)n(-c4ccccc4)c3=O)=C(c3ccccc3)Oc3ccccc32)cc1 (centres undefined) | -17 | -22 | 8 | 2 | 0 | 10 | 18 | -5
O=C(Nc1ccc([N+](=O)[O-])cc1)C1CC12CCC2 (centres undefined) | 3 | -2 | -6 | -2 | -6 | 7 | 18 | 4
COc1cc(C)ccc1OCCCCNCc1ccccc1 | 5 | -4 | 7 | -2 | 5 | 13 | 5 | -6
COc1ccccc1CCNS(=O)(=O)CCNC(=O)c1ccccc1 | 5 | -8 | 1 | -7 | -9 | 14 | -22 | -2
COCCn1c(C)cc(C(=O)COC(=O)C2CC(=O)N(CCc3ccc(OC)c(OC)c3)C2)c1C (centres undefined) | -14 | -3 | -11 | -3 | 2 | 7 | 13 | 2
CCOC(=O)c1cc(CC)sc1/N=C/c1c(O)ccc2ccccc12 | -3 | 5 | -4 | 4 | -12 | 28 | -8 | -6
CCCCNC(=O)C1CCC(CNS(=O)(=O)c2ccc(NC(C)=O)cc2)CC1 (centres undefined) | -9 | -7 | -6 | 0 | -1 | -10 | 2 | -2
N#CC1=C(N)N(c2ccc(F)cc2)C(=O)C1 | 7 | -5 | 2 | -4 | -12 | 7 | 11 | -4
CC(=O)c1ccc(NS(=O)(=O)c2ccc3c(c2)N(C(C)=O)CCO3)cc1 | -6 | 0 | -11 | -3 | -7 | 5 | 11 | -6
CC1CC(C)CN(S(=O)(=O)c2ccc(NC(=O)C3CC(=O)N(Cc4ccccc4)C3)cc2)C1 (centres undefined) | -5 | 11 | 6 | -2 | -18 | 6 | -3 | -6
CCOC(=O)CSc1nc2ccc(NC(C)=O)cc2s1 | 2 | -7 | 16 | 0 | 12 | -3 | -20 | -3
CCCS(=O)(=O)N1CCN(c2ccccn2)CC1 | -22 | -7 | -4 | 0 | -8 | -3 | -16 | -2
C=CCn1c(COc2ccc(Cl)cc2)nnc1SCC(=O)N/N=C/c1ccccc1 | 1 | 0 | 2 | 0 | -16 | 0 | 0 | -22
Cc1cccc(C)c1NC(=O)COC(=O)Cc1ccsc1 | -18 | -2 | -7 | -1 | -3 | 10 | 3 | 3
COc1ccc(N2C(=O)NC3CC2(C)Oc2ccc(Cl)cc23)cc1OC (centres undefined) | 1 | -4 | 15 | 3 | 6 | -11 | 9 | 6
COCC(C)NC(=O)Cn1c(SCc2ccccc2)nc2ccccc21 (centres undefined) | 2 | 3 | -1 | 3 | 1 | 10 | 6 | 1
CCOc1ccc(Nc2ccc(C(=O)O)cc2[N+](=O)[O-])cc1 | -34 | 12 | 4 | -7 | 3 | 18 | 16 | 8
Cc1ccc(S(=O)(=O)N2Cc3ccccc3CC2C(=O)Nc2ccc3c(c2)OCO3)cc1 (centres undefined) | 2 | 10 | -6 | 4 | 2 | 9 | -3 | -8
O=C(NC1CCCC1)C1CCN(S(=O)(=O)c2cccc3cccnc23)CC1 | -4 | -8 | -2 | 4 | -10 | -16 | 9 | -4
O=C(NCc1cccnc1)C1c2ccccc2C(=O)N1C1CCCC1 (centres undefined) | 1 | -4 | -20 | -1 | 7 | -21 | -17 | 0
O=C(NCc1ccncc1)Nc1cc(Cl)ccc1Cl | -28 | -12 | -1 | 2 | -5 | -5 | -13 | -2
CC1CCCN(C(=O)C2CCN(CCCc3ccccc3)CC2)C1 (centres undefined) | 1 | · | 13 | -6 | 19 | 15 | 18 | ·
CCOC(=O)C1C2C=CC(CC2)N1c1ccccc1 (centres undefined) | -8 | -7 | -10 | -3 | -16 | 0 | 4 | -6
SMILES | UBC13 polyUb | EBI2 antag | Gli-Sufu antag | APJ ag | ATG4B inh | CCR6 antagonist | APJ antag | CXCR6 inh
Cc1ccc(C(CCN(Cc2ccccc2)C(=O)c2ccco2)c2ccco2)cc1 (centres undefined) | -6 | -1 | -7 | -1 | 37 | 52* | 0 | 16
CS(=O)(=O)Nc1ccc(C(=O)Nc2ccc(S(=O)(=O)Nc3nccs3)cc2)cc1 | -6 | -3 | -5 | 1 | 1 | 14 | -7 | 1
CCCCNCCOCCOc1ccc(C)cc1Br | 2 | 8 | 9 | 0 | 8 | 13 | 15 | -7
O=[N+]([O-])c1ccc(C2=NN(CCO)C(=Nc3ccc(OC(F)(F)F)cc3)SC2)cc1 | 9 | 16 | -11 | 3 | -1 | -13 | 4 | -10
COc1ccc(CCNC(=O)CN2C(=O)CCSc3ccccc32)c(OC)c1 | 4 | -5 | -16 | -5 | -1 | -1 | -8 | -5
Nc1ccc2c(c1)Cc1c(F)cccc1-2 | · | 6 | -53 | · | -2 | -13 | · | -14
Cc1ccc(OCC(=O)NNC(=O)CSc2ncnc3sc(C)c(C)c23)cc1 | -11 | 66* | -7 | -3 | -5 | 6 | -18 | 0
C/C(=N\NC(=O)c1ccc(NS(=O)(=O)c2cccs2)cc1)c1ccccn1 | -12 | · | 4 | 2 | -6 | -3 | -22 | ·
COc1cccc(-c2nnn(CC(C)=O)n2)c1 | 4 | -1 | -40 | 4 | -13 | 0 | 1 | -14
CC(=O)c1ccc(NC(=O)C2CCCN2S(=O)(=O)c2cccc3cccnc23)cc1 (centres undefined) | 1 | -3 | 0 | -1 | -9 | -21 | -7 | -2
O=C(NC1CCCCC1)C1CCN(S(=O)(=O)N2CCOCC2)CC1 | -5 | -14 | -1 | -3 | 9 | -6 | 0 | -2
Cc1ccccc1OCCn1c(=O)sc2ccccc21 | 16 | 6 | -1 | 0 | 0 | 11 | 2 | 1
CCOC(=O)c1sc2nc(NC(=O)C3CC3)sc2c1C | 4 | -4 | -36 | -2 | -23 | -6 | 12 | 6
CSc1ccccc1NC(=O)Nc1cccc(Cl)c1C | 4 | -6 | 3 | -3 | -1 | 8 | 0 | -2
COc1ccc(NC(=O)c2cnc(C)cn2)cc1-n1cnnn1 | 2 | 0 | 2 | -4 | -13 | 5 | 4 | 1
COc1cccc(N2CCN(C(=O)c3cccc(N4C(=O)NC5CC4(C)Oc4c(OC)cccc45)c3)CC2)c1 (centres undefined) | 8 | -8 | -49 | -5 | -2 | 11 | 21 | 8
CCOC(=O)C(C(=O)OCC)C1OC(=O)c2cc3c(cc21)C(=O)OC3C(C(=O)OCC)C(=O)OCC (centres undefined) | -2 | -14 | -2 | -3 | -5 | 14 | -7 | -1
O=C(Nc1ccccc1)c1ccc(Nc2c([N+](=O)[O-])cc([N+](=O)[O-])c3ccccc23)cc1 | -78 | 49* | 21 | -10 | 13 | 84* | 75* | 56*
N#CC12COC3(CCCCC3C1(C#N)C#N)OC2=N (centres undefined) | 3 | -10 | 3 | -2 | -8 | 12 | -13 | 0
O=C1c2ccccc2C(=O)C1Cc1cccc2ccccc12 | -30 | -10 | 9 | 0 | 6 | 18 | 1 | 3
COc1ccccc1C(=O)NC(=S)Nc1ccccc1N1CCCC1 | -11 | -3 | · | -7 | · | · | 15 | -2
Cc1c(/C=N/NC(=O)c2cccnc2)cc(C#N)n1C | -7 | -8 | 1 | -2 | 5 | 2 | 6 | -3
Cc1nc(N2CCN(C)CC2)c2c(C)c(C(=O)Nc3ccc(C)c(F)c3)sc2n1 | 14 | -5 | 6 | 1 | -10 | -6 | 3 | -2
CCOC(=O)N1CCN(S(=O)(=O)c2ccc(C(=O)NNc3nc4c(C)cc(C)cc4s3)cc2)CC1 | -70 | -7 | 11 | 1 | -4 | 5 | -13 | -2
CS(=O)(=O)Cc1ccc(C(=O)N2CCN(C(=O)c3cccs3)CC2)cc1 | 9 | -12 | -7 | -3 | -8 | 8 | 2 | -7

Complete entries from above. Values in the order: UBC13 polyUb	EBI2 antag	Gli-Sufu antag	APJ ag	ATG4B inh	CCR6 antagonist	APJ antag	CXCR6 inh
Entry for CCOC(=O)c1sc2nc(NC(=O)C3CC3)sc2c1C : 4	-4	-36	-2	-23	-6	12	6
Entry for C=CCn1c(COc2ccc(Cl)cc2)nnc1SCC(=O)N/N=C/c1ccccc1 : 1	0	2	0	-16	0	0	-22

Retrieved by structure from the list above, four records:
SMILES | UBC13 polyUb | EBI2 antag | Gli-Sufu antag | APJ ag | ATG4B inh | CCR6 antagonist | APJ antag | CXCR6 inh
Cc1ccccc1OCCn1c(=O)sc2ccccc21 | 16 | 6 | -1 | 0 | 0 | 11 | 2 | 1
CCOC(=O)c1sc2nc(NC(=O)C3CC3)sc2c1C | 4 | -4 | -36 | -2 | -23 | -6 | 12 | 6
O=C(NC1CCCCC1)C1CCN(S(=O)(=O)N2CCOCC2)CC1 | -5 | -14 | -1 | -3 | 9 | -6 | 0 | -2
COc1ccc(NC(=O)c2cnc(C)cn2)cc1-n1cnnn1 | 2 | 0 | 2 | -4 | -13 | 5 | 4 | 1

(more compounds)
SMILES | UBC13 polyUb | EBI2 antag | Gli-Sufu antag | APJ ag | ATG4B inh | CCR6 antagonist | APJ antag | CXCR6 inh
COC(=O)CCn1nc(-c2ccc(C)cc2)c2ccccc2c1=O | 14 | 8 | 6 | -7 | -3 | 10 | -6 | 6
O=C(CN1CCOCC1)Nc1ccccc1-c1ccccc1 | 9 | 2 | 4 | -5 | -7 | -18 | -13 | -2
CCOc1ccc(NC(=O)CCC(=O)N/N=C2\CCCc3ccccc32)cc1 | -7 | 10 | 0 | 8 | 0 | 18 | -11 | 2
O=C(c1ccc(=O)oc1)N1CCN(c2ccc(F)cc2)CC1 | 3 | -5 | -1 | -3 | -8 | 2 | -11 | -17
O=C(Nc1cccc2ccccc12)C12CC3CC(C1)CC(n1cnc([N+](=O)[O-])n1)(C3)C2 | -14 | 16 | 6 | -3 | -4 | 8 | 13 | 4
N#CC1=C(N)N(c2ccc(F)cc2)C2=C(C1c1ccc(O)cc1)S(=O)(=O)CC2 (centres undefined) | · | -9 | -1 | · | -9 | -23 | · | 8
Cc1onc(-c2ccccc2Cl)c1C(=O)N(Cc1ccccc1)C(C)C | 1 | 11 | 7 | -3 | -4 | 19 | -12 | 9
O=C(NCCS(=O)(=O)N1CCN(Cc2ccccc2)CC1)c1ccc(F)cc1 | 1 | -2 | -8 | 5 | -5 | 5 | 24 | 4
CC(Sc1nnc(C(C)N(C)C)n1-c1ccc(Cl)cc1)C(=O)Nc1ccc2c(c1)OCO2 (centres undefined) | -10 | -11 | -3 | 0 | -11 | 9 | 13 | 3
c1ccc(C(c2ccccc2)N2CCN(C(c3ccccn3)c3nnnn3C3CCCC3)CC2)cc1 (centres undefined) | -17 | 5 | -2 | -3 | -11 | -4 | 18 | -3
Cc1cccc(Nc2nc(N)nc(CCl)n2)c1 | 0 | 4 | 5 | -1 | 4 | 3 | -5 | -31
O=c1[nH]c(SCc2cccc(Cl)c2)nc2ccccc12 | 2 | 2 | 3 | -4 | -5 | -6 | -2 | 12
CN1CCN(c2ccc(C(CC(N)=O)NC(=O)c3ccccc3)cc2[N+](=O)[O-])CC1 (centres undefined) | · | -7 | -3 | · | -6 | -1 | · | -6
O=C(O)c1ccccc1C(=O)N1N=C(c2ccccc2)CC1c1ccccc1O (centres undefined) | -9 | -10 | -3 | -2 | -6 | 3 | 10 | 6
COc1ccc(NS(=O)(=O)c2ccc(OC)c(NC(=O)CCC3CCCCC3)c2)cc1 | -10 | 5 | 1 | 1 | -2 | 1 | 1 | -8
